# PMI act hi M6P: increases human PMI activity with near-saturating mannose 6-phosphate. activation factor at 20 µM. AID 1216. coupled PMI enzyme assay, resazurin fluorescence, 20 min; hits give high values; 1 = untreated enzyme, 0 = substrate-free blank. 190,000 compounds, 0.34% hits;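 active means activation factor of 2 or more at 20 µM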
# Target sequence (P34949 whole entry, looked up): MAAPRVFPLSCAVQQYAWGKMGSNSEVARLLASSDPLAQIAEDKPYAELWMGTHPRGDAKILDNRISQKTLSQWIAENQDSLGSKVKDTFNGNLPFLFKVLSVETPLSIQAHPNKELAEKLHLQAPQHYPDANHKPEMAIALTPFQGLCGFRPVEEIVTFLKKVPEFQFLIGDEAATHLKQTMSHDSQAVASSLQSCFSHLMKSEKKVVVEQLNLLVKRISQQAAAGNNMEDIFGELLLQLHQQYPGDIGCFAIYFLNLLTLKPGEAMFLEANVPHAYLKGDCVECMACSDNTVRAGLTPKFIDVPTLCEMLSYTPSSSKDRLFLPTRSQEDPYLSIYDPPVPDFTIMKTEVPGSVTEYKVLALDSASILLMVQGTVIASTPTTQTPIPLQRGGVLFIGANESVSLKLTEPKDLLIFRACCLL
#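 test system = human PMI in coupled enzyme assay | medium = HEPES-buffered pH 7.4 with magnesium and detergent | also added = 1.0 mM mannose-6-phosphate substrate with 0.22 mM NADP+ | compound = 20 µM single dose | times = 20 min incubation at room temperature | measured by = resorufin fluorescence (Ex 544/Em 590 nm) from resazurin via diaphorase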
# FLuc stim CS: affects firefly luciferase, flagging false hits in luciferase stimulation screens; P08659; ATPlite luciferase biochemical, luminescence, 10 min; 0 = ATP-free wells, 1 = DMSO control; activation factor at 10 µM; 200,000 tested, under 10 active; AID 1027;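 active means luciferase activation factor, scaled between plate controls, of at least 2 with compound at 10 µM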
# Target sequence (P08659 whole entry, looked up): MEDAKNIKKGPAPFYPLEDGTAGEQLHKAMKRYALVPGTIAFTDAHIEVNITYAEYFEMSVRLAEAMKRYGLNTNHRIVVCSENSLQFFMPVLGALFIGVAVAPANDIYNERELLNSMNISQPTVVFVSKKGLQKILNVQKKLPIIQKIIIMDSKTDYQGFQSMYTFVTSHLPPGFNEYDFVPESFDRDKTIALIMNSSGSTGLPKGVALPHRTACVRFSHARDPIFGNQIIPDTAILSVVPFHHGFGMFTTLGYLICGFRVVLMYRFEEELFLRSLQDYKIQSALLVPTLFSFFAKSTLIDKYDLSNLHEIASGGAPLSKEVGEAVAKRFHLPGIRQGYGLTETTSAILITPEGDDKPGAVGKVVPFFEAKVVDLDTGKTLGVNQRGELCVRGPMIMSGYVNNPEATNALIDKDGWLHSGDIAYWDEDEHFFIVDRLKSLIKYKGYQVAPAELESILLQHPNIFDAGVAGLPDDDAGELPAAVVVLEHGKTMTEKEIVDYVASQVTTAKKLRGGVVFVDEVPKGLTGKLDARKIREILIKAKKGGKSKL
#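 Material: luciferase plus luciferin reagent, cell-free. Medium: PBS buffer for ATP. Also added: ATP substrate, dispensed from a 10.24 µM working solution in PBS. Doses: test compounds dosed from 2 mM stocks in 100% DMSO. Incubation: 10 min post-reagent at room temperature. Technique: light output (luminescence). Read-out basis: luminescence gain marking luciferase activators.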
# TNAP inh hiacc: inhibitors of human TNAP at high phosphate acceptor concentration; P05186; inhibition, % at 20 µM; purified TNAP, CDP-star luminescence, 1 M DEA; 200,000 compounds, 0.03% hits;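 active means over 50% inhibition of tissue-nonspecific alkaline phosphatase at 20 µM in the single-dose screen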;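 further: plate controls were DMSO wells for no effect and EDTA-quenched wells as full inhibition for full effect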
# G6PDH CS: inhibits Leuconostoc G6PDH, flagging false hits in G6PDH-based assays. Purified L. mesenteroides G6PDH, diaphorase/resazurin coupled fluorescence, 45 min. inhibition, % at 5 µM. 200,000 compounds, 0.12% hits. AID 1020; in the data active means inhibition above about 50%
# TNAP inh no acc: blocks human TNAP activity with no phosphate acceptor present; purified TNAP, CDP-star luminescence, 30 min; inhibition, % at 20 µM; 200,000 compounds, 0.26% hits; AID 1012;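 active means tissue-nonspecific alkaline phosphatase inhibition above about 50% at 20 µM in the single-dose screen, limit read from the data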;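 further: 0% = DMSO negative control and 100% = EDTA positive control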
# Diaphorase act: counter-screen for diaphorase-based assays: diaphorase activators and chemical reducers; Diaphorase/resazurin coupled assay, resorufin fluorescence, 16 min; hits give high values; 1 = vehicle wells, 0 = NADH-free wells; activation factor at 20 µM; 190,000 compounds, 0.005% hits; AID 1229;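 active means diaphorase activity raised at least twofold by the compound at 20 µM; inactive means activation factor below 2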
#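 test system = bacterial diaphorase enzyme (C. kluyveri) | quantity = enzyme 0.07 U/mL final | reagent = NADH substrate 0.114 mM plus resazurin dye 0.1 mM, final | incubation = 16 min enzyme reaction, ambient temperature | buffer or medium = HEPES pH 7.4 buffer with MgCl2 and Tween 20 | signal = fluorescence of resorufin, 544 nm excitation, 590 nm emission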
# PMI activator: phosphomannose isomerase (human) activation | P34949 | purified human PMI, coupled resazurin fluorescence, 20 min; hits give high values; 1 = vehicle control, 0 substrate-free wells | activation factor at 20 µM | 190,000 compounds, 0.005% hits | AID 1214;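 active means activation factor of 2 or more at 20 µM, relative to plate controls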
# Diaphorase inh: diaphorase inhibition or chemical oxidation counter-screen; 190,000 compounds, 0.69% hits; diaphorase resazurin-to-resorufin fluorescence, NADH, 16 min; bacterial (C. kluyveri) enzyme, not human; inhibition, % at 20 µM;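 active means primary screen inhibition at 20 µM above a set limit, cut at about 50% in these data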;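 further: plate controls were DMSO with full reaction for no effect and wells lacking NADH for full effect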
#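 Test system: bacterial diaphorase enzyme (C. kluyveri); Quantity: 0.14 U/mL diaphorase, enzyme working solution; Times: reaction incubation of 16 min at room temperature; Measured by: fluorescence of resorufin formed from resazurin, Ex 544/Em 590 nm; Benchmarks: positive control minus NADH, DMSO neutral control.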
# TNAP act hi DEA: TNAP (human) activation, high acceptor; purified TNAP, CDP-star luminescence, 1 M DEA, 30 min; hits give high values; 0 = EDTA background, 1 = DMSO-only activity; activation factor at 20 µM; 200,000 tested, under 10 active;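 active means activation factor at least 2 at 20 µM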
#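 Test system – human TNAP · Doses – 20 µM single point · Incubation – 30 min, room temperature · Signal – luminescent substrate turnover signal · Read-out basis – activation factor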
# Efa HMGR inh: inhibitors of class II HMG-CoA reductase from Enterococcus faecalis; AID 1066; inhibition, % at 10 µM; purified E. faecalis HMGR, NADPH absorbance 340 nm kinetic; 190,000 compounds, 0.41% hits;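 active means inhibition above a set limit, the median over all tested compounds plus 3 SD, cut at about 9.5% in these data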;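 further: enzyme runs in reverse so mevalonate oxidation gives rising NADPH absorbance; 0% = complete reaction with DMSO and 100% = background rate lacking mevalonate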
# Active calls of the source: *. Rows are unselected (roughly 1.7% active in at least one column).
cpd	structure	PMI act hi M6P	FLuc stim CS	TNAP inh hiacc	G6PDH CS	TNAP inh no acc
1	Cc1ccc(OCc2ccc(C(=O)O)o2)c([N+](=O)[O-])c1	1.3	0.9	-6	20	-2
2	Cc1cc(C)c(C)c(OCCCCn2cnc3ccccc3c2=O)c1	0.9	1.1	-9	2	-10
3	CC(C)=NNc1cc([N+](=O)[O-])cc2c1C(=O)N(C)S2=O (stereo not drawn)	1	1	-1	5	-6
4	NS(=O)(=O)c1ccc(CNC(=O)Cc2ccccc2F)cc1	1.1	1	3	-1	-9
5	CCC(C)NC(=O)Nc1ccccc1F (stereo not drawn)	1	1	1	5	-3
6	O=C(CCSc1ccccn1)c1ccccc1	1.3	0.7	-2	2	-8
7	Cn1c(=O)cc(OCC(=O)NCCc2ccc(Cl)cc2)c2ccccc21	1	1	-1	2	-2
8	COc1ccc2c(c1OC)C(=O)N(c1nccs1)C2	0.9	0.8	-6	12	-12

cpd	Diaphorase act	PMI activator	Diaphorase inh	TNAP act hi DEA	Efa HMGR inh
1	1.1	1.2	-10	1.1	-9
2	0.8	0.9	22	1.1	0
3	0.9	1.1	9	1	-5
4	0.9	1.1	7	1	-1
5	0.9	1	10	1	0
6	1	1.1	3	1	-4
7	0.9	1	8	1	2
8	0.9	0.9	13	1.1	-5

# Three entries out of the list above, arranged by the value under Efa HMGR inh, low to high.
nr	canonical_smiles	Efa HMGR inh
6	O=C(CCSc1ccccn1)c1ccccc1	-4
4	NS(=O)(=O)c1ccc(CNC(=O)Cc2ccccc2F)cc1	-1
7	Cn1c(=O)cc(OCC(=O)NCCc2ccc(Cl)cc2)c2ccccc21	2

# Remaining list, next part
cpd	structure	PMI act hi M6P	FLuc stim CS	TNAP inh hiacc	G6PDH CS	TNAP inh no acc
9	Cc1nn(Cc2ccc(Cl)c(Cl)c2)c(C)c1NC(=O)c1cc(-c2ccc3c(c2)OCO3)on1	1.1	1	1	-8	0
10	CCOC(=O)c1c(-c2ccccc2Cl)csc1NC(=O)CSc1nc(C)cc(=O)[nH]1	0.9	1	-1	8	-14
11	O=C(CNC(=S)N(CCCN1CCOCC1)Cc1cccs1)NC1CCCCC1	1	1.1	-1	-3	-10
12	CC(=O)OCCNc1cc(SC(C)C)c2nonc2c1[N+](=O)[O-]	0.5	1.1	3	-2	-8
13	Cc1ccc(S(=O)(=O)N2CCC(C(=O)N3CCC(C(=O)NCC4CCCO4)CC3)CC2)cc1 (stereo not drawn)	1	1	0	-3	-9
14	O=C(CCS(=O)(=O)c1ccccc1)Nc1ccc2c(c1)OCO2	1	1	-6	17	-9
15	Cc1ccc(C)c(OCCCC(=O)O)c1	0.8	1	-3	15	-8
16	O=C(CSc1nc2c(cnn2-c2ccc(F)cc2)c(=O)[nH]1)N1CCCCC1	0.9	1.1	-4	-36	-16

cpd	Diaphorase act	PMI activator	Diaphorase inh	TNAP act hi DEA	Efa HMGR inh
9	1.1	1	-11	1	-2
10	0.8	0.9	19	1	-1
11	1	1.1	4	1	1
12	0.5	0.6	52*	1	6
13	0.9	0.9	11	1	-2
14	0.9	1	14	1.1	-8
15	0.9	0.8	13	1	-3
16	0.7	0.9	33	1	-5

# (more compounds)
cpd	structure	PMI act hi M6P	FLuc stim CS	TNAP inh hiacc	G6PDH CS	TNAP inh no acc
17	COc1ccc(OC)c2c1CC(C)(C)NC2=O	1	1.1	-3	-2	-7
18	Cc1ccc(SCC(=O)Nc2ccc(C(=O)Nc3ccc(O)cc3)cc2)cc1	1	1	-2	34	-3
19	O=C(CCCOc1ccccc1)Nc1nnc(C2CCCO2)s1 (stereo not drawn)	1	1	-4	2	-11
20	O=C(Nc1ccc2nc(-c3ccco3)[nH]c2c1)c1cccs1	1	0.2	6	7	-3
21	Cc1cc(Cl)c2ccccc2n1	1	1	-6	1	-7
22	CCOC(=O)C(C(=O)OCC)C1CCS(=O)(=O)C1 (stereo not drawn)	1.1	1.1	-6	2	-14
23	CCCCNc1ncnc2c1cnn2-c1ccc(Cl)cc1	0.8	0.8	-1	-11	-6
24	O=C(Nc1cccc(NC(=S)NC(=O)c2cccs2)c1)c1ccccc1	1	1	5	2	-5

cpd	Diaphorase act	PMI activator	Diaphorase inh	TNAP act hi DEA	Efa HMGR inh
17	0.9	0.9	12	1	0
18	1	0.9	-4	1	-8
19	0.8	1.1	15	1	2
20	0.7	1.3	29	0.9	3
21	0.9	1.1	6	1.1	3
22	1	1	4	1.1	-14
23	0.9	0.8	11	1	-6
24	0.9	0.9	13	1	-1

# (cont.)
cpd	structure	PMI act hi M6P	FLuc stim CS	TNAP inh hiacc	G6PDH CS	TNAP inh no acc
25	O=C(NCc1ccc2c(c1)OCO2)C1CCN(S(=O)(=O)N2CCOCC2)CC1	1	1.1	-3	5	-7
26	Cc1cc(C)c(C#N)c(Cl)n1	0.9	1	0	11	-15
27	CC(CCc1ccccc1)NC(=O)c1cccnc1 (stereo not drawn)	1	1	0	15	-6
28	Cc1c(C(=O)NCc2ccc3c(c2)OCO3)oc2ccc(S(=O)(=O)N3CCCCC3)cc12	0.9	1.1	-6	-6	-11
29	COc1ccc(CCNC(=O)COc2ccc(S(=O)(=O)NC3CCCCC3)cc2Cl)cc1	0.9	1.1	-2	4	5
30	Cc1ccc(Cn2nnnc2CN2CCC(O)(c3cccnc3)CC2)cc1	1.2	1.1	-5	11	-10
31	CC1CCCN(C(=O)Nc2ccc(Br)cc2Cl)C1 (stereo not drawn)	1.1	0.9	0	1	-5
32	O=C(C(=O)N1CCOCC1)c1c[nH]c2ccccc12	1	1.1	1	9	0

cpd	Diaphorase act	PMI activator	Diaphorase inh	TNAP act hi DEA	Efa HMGR inh
25	0.9	1	9	1	-1
26	0.9	0.8	11	1	-5
27	0.9	1	5	1	-1
28	0.8	0.9	16	1.1	2
29	0.6	0.9	35	1	-8
30	1	1.1	-1	1	-3
31	1.1	1.1	-8	1	-3
32	0.9	0.9	8	1	0

# Results in TNAP act hi DEA, PMI act hi M6P and FLuc stim CS, for some of the entries so far:
entry	molecule	TNAP act hi DEA	PMI act hi M6P	FLuc stim CS
25	O=C(NCc1ccc2c(c1)OCO2)C1CCN(S(=O)(=O)N2CCOCC2)CC1	1	1	1.1
26	Cc1cc(C)c(C#N)c(Cl)n1	1	0.9	1
27	CC(CCc1ccccc1)NC(=O)c1cccnc1 (stereo not drawn)	1	1	1
28	Cc1c(C(=O)NCc2ccc3c(c2)OCO3)oc2ccc(S(=O)(=O)N3CCCCC3)cc12	1.1	0.9	1.1
29	COc1ccc(CCNC(=O)COc2ccc(S(=O)(=O)NC3CCCCC3)cc2Cl)cc1	1	0.9	1.1
30	Cc1ccc(Cn2nnnc2CN2CCC(O)(c3cccnc3)CC2)cc1	1	1.2	1.1

# Screen by screen, as entered above.
# Nos. 25 to 32 in PMI activator, in turn: 1, 0.8, 1, 0.9, 0.9, 1.1, 1.1, 0.9

# Next section:
cpd	structure	PMI act hi M6P	FLuc stim CS	TNAP inh hiacc	G6PDH CS	TNAP inh no acc
33	Cc1nc2c(ccc3nc(NC(=O)Cc4ccccc4)sc32)s1	1.1	0.9	1	4	-7
34	COC(=O)c1ccc(C(=O)OC)c(NS(C)(=O)=O)c1	0.9	1	-2	-2	-9
35	COc1ccc(-n2c(SCC#N)nnc2-c2ccc(NS(=O)(=O)c3ccc(C)cc3)cc2)cc1	0.9	1.1	-5	18	-2
36	COc1ccc(-c2[nH]nc3oc(=O)c(CCO)c(C)c23)cc1	1	0.9	1	3	6
37	Nc1nnnn1/N=C/c1cccs1	0.9	1	-3	6	-3
38	CCC(=O)N1CCc2cc(Br)cc(S(=O)(=O)NCCN3CCCCC3CC)c21 (stereo not drawn)	1	1	0	-24	-8
39	COc1cc(C)c(Cl)cc1S(=O)(=O)NCCCN1CCOCC1	1	1.1	-5	1	-13
40	CC(=O)NCC(=O)NC1(C(=O)NC2CCCC2)CCCCC1	0.9	1.1	-6	1	-9
41	COc1ccc(Cl)cc1N(CC(=O)N1CCN(Cc2ccccc2)CC1)S(C)(=O)=O	1	1	-3	0	3

cpd	Diaphorase act	PMI activator	Diaphorase inh	TNAP act hi DEA	Efa HMGR inh
33	0.8	1	16	1	-3
34	0.9	0.9	13	1	0
35	0.7	1	26	1.1	-7
36	1.1	1.1	-10	1	-7
37	0.9	1	11	1	-2
38	0.9	1	12	1	2
39	0.9	0.9	13	1	3
40	0.8	0.9	16	1.1	-8
41	0.9	0.9	8	1	-2
